Screening data deposited in PubChem BioAssay by The Scripps Research Institute Molecular Screening Center.
GSTO1 counter – GSTO1 inhibition, counter-screen for RBBP9 inhibitors; 1.1% of 300,000 active; recombinant GSTO1, activity-based probe fluorescence polarization; inhibition, % at 5.96 µM; P78417;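 active = inhibition above the campaign mean inhibition plus 3 SD, cut at about 35% in these data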;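 also: 0% = GSTO1-1 with DMSO and 100% = wells lacking GSTO1-1 enzyme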
Target sequence (P78417 whole entry, looked up): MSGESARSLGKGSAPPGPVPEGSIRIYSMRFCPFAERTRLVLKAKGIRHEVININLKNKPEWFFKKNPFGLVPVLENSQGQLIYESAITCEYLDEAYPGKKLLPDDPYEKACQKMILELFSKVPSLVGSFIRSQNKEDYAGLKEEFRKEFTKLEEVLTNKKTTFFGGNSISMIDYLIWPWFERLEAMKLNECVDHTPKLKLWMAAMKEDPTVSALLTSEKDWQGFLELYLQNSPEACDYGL
PAFAH2 inh – PAFAH2 (human) inhibition; Q99487; recombinant PAFAH2, FP-rhodamine activity probe, fluorescence polarization; inhibition, % at 3.39 µM; 0.99% of 340,000 active; AID 492956;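 active = inhibition above the mean over all tested compounds plus 3 SD, cut at about 30% in these data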;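 also: inhibitors block probe labeling of enzyme so polarization drops; 0% = enzyme with DMSO and 100% = wells lacking PAFAH2 protein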
PAD4 inh – PAD4 (human) enzyme inhibition; inhibition, % at 6.36 µM; 0.41% of 330,000 active; recombinant PAD4, RCA probe fluorescence polarization; Q9UM07;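 active = percent inhibition above a cutoff equal to the mean of all tested compounds plus 3 SD, cut at about 15% in these data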;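 also: 0% = PAD4 with RCA probe and DMSO and 100% = probe without PAD4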
Target sequence (Q9UM07 whole entry, looked up): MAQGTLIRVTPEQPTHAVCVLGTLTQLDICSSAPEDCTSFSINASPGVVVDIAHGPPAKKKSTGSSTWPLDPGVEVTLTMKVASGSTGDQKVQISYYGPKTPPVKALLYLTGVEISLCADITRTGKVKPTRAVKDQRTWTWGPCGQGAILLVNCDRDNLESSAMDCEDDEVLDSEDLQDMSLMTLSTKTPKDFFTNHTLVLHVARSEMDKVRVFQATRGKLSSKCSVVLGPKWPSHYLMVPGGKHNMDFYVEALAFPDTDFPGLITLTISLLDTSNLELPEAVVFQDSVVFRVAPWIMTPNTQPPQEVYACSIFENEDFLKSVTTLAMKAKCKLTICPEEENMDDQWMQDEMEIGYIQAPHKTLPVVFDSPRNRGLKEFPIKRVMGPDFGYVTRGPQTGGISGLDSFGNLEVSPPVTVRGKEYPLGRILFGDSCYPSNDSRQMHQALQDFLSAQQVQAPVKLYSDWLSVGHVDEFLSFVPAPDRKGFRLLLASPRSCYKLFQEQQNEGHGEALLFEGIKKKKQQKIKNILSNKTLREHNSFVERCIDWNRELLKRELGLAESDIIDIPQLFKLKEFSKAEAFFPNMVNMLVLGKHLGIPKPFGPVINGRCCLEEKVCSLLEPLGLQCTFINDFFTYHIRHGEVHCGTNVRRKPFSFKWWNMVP
LYPLA2 inh – blocks human lysophospholipase 2, a PME1 counter-screen; O95372; recombinant LYPLA2, FP-Rh probe fluorescence polarization; inhibition, % at 5.9 µM; 0.38% of 320,000 active; AID 2177;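 active = inhibition above the screen-wide mean plus 3 SD, limit set per campaign, cut at about 26% in these data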;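 also: 0% = LYPLA2 with DMSO and 100% = wells lacking LYPLA2 enzyme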
LYPLA1 inh – counter-screen for PME1 inhibitors: inhibitors of human LYPLA1 | O75608 | recombinant LYPLA1, FP-Rh probe fluorescence polarization | inhibition, % at 5.9 µM | 0.16% of 320,000 active | AID 2174;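 active = inhibition above the mean of all tested compounds plus 3 SD, set per campaign, cut at about 14% in these data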;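 also: inhibitors block serine hydrolase probe labeling of LYPLA1 so polarization falls; 0% = enzyme with DMSO and 100% = wells lacking LYPLA1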
pPAFAH inh – pPAFAH (human) enzyme inhibition; Q13093; inhibition, % at 3.39 µM; AID 463082; 1.5% of 330,000 active; recombinant pPAFAH, FP-rhodamine probe fluorescence polarization;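 active = inhibition above the mean inhibition across the screen plus 3 SD, cut at about 25% in these data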;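 also: inhibitors block binding of the rhodamine activity-based probe so polarization drops; 0% = enzyme with DMSO and 100% = wells lacking pPAFAH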
PAFAH1B3 FP inh – PAFAH1B3 (human) inhibition. Q15102. recombinant PAFAH1B3, FP-rhodamine probe, fluorescence polarization. inhibition, % at 3.39 µM. 0.28% of 340,000 active. AID 492972;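 active = inhibition above the screen-wide average of all tested compounds plus 3 SD, cut at about 25% in these data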;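 also: 0% = enzyme with DMSO only and 100% = wells lacking PAFAH1B3 protein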
PAFAH1B2 inh – inhibitors of human PAFAH1B2 | recombinant PAFAH1B2, FP-rhodamine activity probe, fluorescence polarization | inhibition, % at 3.39 µM | 1.2% of 340,000 active | AID 492953;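 active = inhibition above the mean of all tested compounds plus 3 SD, cut at about 24% in these data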;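 also: 0% = enzyme with DMSO and 100% = wells lacking PAFAH1B2; many of its hits are not listed in these tables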
PME-1 primary – PME-1 (human) inhibition. Q9Y570. recombinant PME-1, FP-Rh probe fluorescence polarization. inhibition, % at 5.9 µM. 0.53% of 320,000 active;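 active = inhibition above the campaign mean of all compounds plus 3 SD, cut at about 26% in these data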;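 also: competitive labeling of PME-1 active site by serine hydrolase directed probe; 0% = PME-1 with DMSO and 100% = wells lacking PME-1 enzyme; inhibitors block probe labeling so polarization falls and inhibition rises; many of its hits are not listed in these tables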
An asterisk follows results filed as active; . = not tested or not shown.

Below each compound – GSTO1 counter	PAFAH2 inh	PAD4 inh	LYPLA2 inh	LYPLA1 inh	pPAFAH inh	PAFAH1B3 FP inh	PAFAH1B2 inh	PME-1 primary
CCOc1ccc(C(=O)NNC(=O)CN2C(=O)C3CC=CCC3C2=O)cc1OC (stereo not given)
    .	1	0	.	.	0	5	4	.
O=C(NNC(=S)Nc1ccc(OC(F)F)cc1)c1cc2c(s1)CCCC2
    -23	1	-1	-5	-3	16	2	-2	-1
CCc1c(C)nc2c(-c3ccccc3)c(-c3ccccc3)[nH]n2c1=O
    -3	-1	-1	-4	2	3	3	2	2
Cc1ccc2cc3c(NC(=O)CC(C)C)nn(C)c3nc2c1
    11	-3	-1	-1	-2	2	3	-5	-3
COc1cc(NC(=O)CSC(=S)N2CCCC2)c(OC)cc1Cl
    2	-4	3	7	0	-5	4	8	-9
CC(C)CCn1c(CN2CCOCC2)nc2c1c(=O)n(C)c(=O)n2C
    4	6	0	0	0	2	4	2	-4
Cn1ncc2c(NNC(=O)Cc3cccc4ccccc34)ncnc21
    -2	5	0	-4	-3	3	10	10	1
CC(=O)NC1(c2ccccc2)CCN(c2nc(C)cc(C)n2)CC1
    -1	5	-1	2	0	0	1	-4	-3
N#Cc1cccc(OCC(=O)NC(=O)NCc2ccccc2)c1
    -2	8	-4	3	-4	4	1	3	4
O=C1CC(C(=O)N2CCN(c3ccc(F)cc3)CC2)CN1CCc1ccccc1 (stereo not given)
    4	5	-7	2	1	1	8	2	7
CCc1n[nH]c(=S)n1/N=C/c1ccccc1OCc1ccc(Cl)cc1
    -2	-3	-6	-9	-3	4	6	1	-6
Cc1ccc(CN(C(=O)COc2cccc(C)c2C)C2CCS(=O)(=O)C2)o1 (stereo not given)
    0	3	-1	2	-1	4	5	-1	9
O=C(NCCCc1ccccc1)c1ccc(F)cc1
    9	-2	-2	1	3	3	0	0	5
CCC(C)n1ncn(-c2ccc(N3CCN(c4ccc(O)cc4)CC3)cc2)c1=O (stereo not given)
    -2	6	-5	7	0	-2	-1	4	2
Cc1ccc(NC(=O)CCCCCN2C(=O)[C@@H]3Cc4ccccc4CN3C2=O)c(Cl)c1
    1	2	-3	0	-2	2	3	17	-9
O=C(c1ccc2c(=O)n(Cc3ccccc3)c(=S)[nH]c2c1)N1CCCC1
    8	7	0	-5	-1	9	6	26*	-2
CC1CC(C)CN(S(=O)(=O)N2CCCC(C(=O)NCCCN3CCOCC3)C2)C1 (stereo not given)
    -3	5	0	2	1	2	5	2	0
Cc1ccc(OCc2cc(C(=O)N3CCCC3)no2)cn1
    -3	5	-3	1	2	5	1	0	-4
CC(C)=CCc1c(O)ccc2c1OC(c1ccc(O)c(O)c1)CC2=O (stereo not given)
    20	7	-1	-5	-5	20	15	6	-18
O=C(NC1=NCCS1)c1cccc(Br)c1
    1	-2	-1	1	3	0	9	-1	2
COc1ccc(NC(=O)CCCC(=O)OCC(=O)c2cccc(OC)c2)cc1
    -6	0	-8	12	2	7	8	-4	-2
O=C(CNC(=O)[C@@H]1Cc2ccccc2CN1)Nc1ccc2c(c1)OCO2
    -2	-1	-2	-3	1	3	-5	4	4
O=C(Cn1nc(C(F)(F)F)cc1C1CC1)NCc1ccccc1F
    -1	3	-3	-5	2	3	2	1	-1
O=C(COC(=O)c1ccco1)NCc1ccc(Cl)cc1
    2	24	0	1	-3	1	10	-1	6
C=CCOC(=O)C1=C[C@@H](c2ccc(Br)cc2)C[C@@H](OCc2ccc(CO)cc2)O1
    -4	3	0	-12	-4	8	0	4	-7
O=C(NCC1CCCO1)c1nc2c(nnn2Cc2ccccc2Cl)c(=O)[nH]1 (stereo not given)
    2	16	2	-9	0	2	8	8	2
C=CCN(CC=C)S(=O)(=O)c1ccc(NC(=S)NC(=O)/C=C/c2cccc3ccccc23)cc1
    -5	-46	-3	-13	-8	7	0	4	3
CC(C)(C)NC(=O)CN1CCC(O)(c2ccccc2)CC1
    -3	-3	-2	1	0	-3	5	4	-3
O=C(CSCc1cccc(CSCC(=O)Nc2ccccc2)n1)Nc1ccccc1
    4	1	-4	1	1	4	-7	-2	4
CCOc1ccc(N2CC(C(=O)NCC(=O)Nc3ccc(F)c(F)c3F)CC2=O)cc1 (stereo not given)
    .	-1	-1	4	0	-3	10	1	1
CC(/C=N/NC(=O)c1cnccn1)=C\c1ccco1
    4	.	-2	4	3	-2	.	.	-3
Cc1ccc(NC(=S)N2CCCC(O)C2)cc1 (stereo not given)
    11	-3	6	7	2	5	0	1	-1
CCCCN(CCCC)C(=S)N/N=C/c1c(C)[nH]n(-c2ccccc2)c1=O
    -35	7	-10	-4	-6	4	9	3	4
CC(C)NC(=O)c1ccccc1NC(=O)C1CC(=O)N(C(C)C)C1 (stereo not given)
    5	0	-1	-5	-2	-2	6	7	5
CCCCCn1c(SCc2ccncc2)nc2cc(C(=O)NCc3ccco3)ccc2c1=O
    -15	-23	-1	-15	-10	9	-7	2	22
c1ccc(NCc2ccncc2)cc1
    6	-4	0	4	1	-2	-4	-1	2
CC(=O)Nc1cccc(C(=O)Oc2cccc(C)c2)c1O
    9	-7	4	6	3	5	4	2	3
CCNc1nc(NCC)nc(N/N=C/c2ccc(OC)cc2)n1
    6	.	5	1	-1	3	.	.	10
COCCn1c(SCC(=O)Nc2ccccc2F)nc2c(c1=O)SCC2
    2	1	-7	8	2	-4	-1	0	4
NC(=O)C1CCN(c2nc3c(S(=O)(=O)c4ccccc4)nnn3c3ccccc23)CC1
    -26	0	4	3	1	6	2	2	10
CN(CC(=O)Nc1ccc(Cl)c(C(F)(F)F)c1)C(=O)Cn1cc([N+](=O)[O-])ccc1=O
    .	1	-5	-5	-3	13	3	4	2
CCC1(CC)C(=O)C2=C3C1[C@H](C(=O)OC)C=C(C(=O)OC)C[C@H]3[C@H]1C(=O)NC(=O)[C@H]1[C@H]2C (stereo not given in full)
    11	-3	-1	6	1	-4	7	-3	-3
O=C(CN1CCN(C(=O)c2ccc(-c3nc4ccccc4s3)o2)CC1)Nc1ccc(F)cc1
    .	-6	-4	4	-5	-10	9	0	8
CN1CCN(C(=O)c2ccccc2-c2nc(-c3ccc(Cl)cc3)no2)CC1
    0	0	0	2	-1	0	8	-3	3
Cc1ccc(N=C2NC(=O)/C(=C/c3cccn3C)S2)cc1
    -28	-1	-3	-9	-2	15	5	2	0
CCOc1cc(C(=O)Nc2ccc(S(=O)(=O)N3CCCCC3)cc2)ccc1OCC(=O)N1CCOCC1
    1	-4	-2	-5	-4	-1	-2	4	-6
CCN(CCn1cccn1)C(=O)CCc1nnc(C2CCCCC2)o1
    5	1	4	13	5	5	8	1	3
CCCC(=O)Nc1nnc(SCC(=O)NCc2ccc3c(c2)OCO3)s1
    -10	-5	1	3	0	3	7	1	-2
CC(C)Cn1c(N)c(C(=O)COC(=O)c2cc(F)cc(F)c2)c(=O)n(C)c1=O
    -2	10	3	3	0	6	13	4	1
CC(=O)c1ccc(S(=O)(=O)N2CCN(CC(=O)NC(=O)NC3CCCCC3)CC2)cc1
    .	3	2	-4	2	1	4	-3	2
COc1ccc(OC)c(NC(=O)CSc2nc3[nH]c(=O)cc(O)c3s2)c1
    .	13	4	-1	-5	9	8	3	-1
O=C(CN(Cc1ccccc1)S(=O)(=O)c1ccc2c(c1)OCCO2)Nc1ccc2c(c1)OCCO2
    -4	9	3	3	0	0	0	4	-3
CC(C(=O)Nc1ccc2c(c1)OCCO2)N1CCN(C(=O)c2ccco2)CC1 (stereo not given)
    6	0	-1	7	5	2	3	2	3
COc1ccc2c(c1)OC[C@H]1[C@H]2N2C(=O)c3ccccc3NC(=O)[C@@]2(C)[C@H]1c1ccccc1
    .	-13	-3	.	.	-2	3	5	.
O=C(/C=C\NCC(=O)c1ccccc1)c1ccccc1
    1	6	-4	9	4	-3	1	-2	1
COc1ccccc1NCC(=O)N1CCN(S(=O)(=O)c2ccccc2)CC1
    .	-6	-1	2	2	1	3	-3	-3
COC(=O)c1cc(NCc2ccccc2F)ccc1N1CCOCC1
    6	2	-4	-9	-5	6	4	-2	4
Cc1ccc(NC(=O)CNC(=O)c2ccco2)nc1
    5	2	-2	-3	-1	4	5	-2	1
NC(=O)Nc1cccc2ccccc12
    4	-3	2	-5	-1	-2	3	4	-1
CC(C)OCC(O)CS(=O)(=O)Cc1ccccc1 (stereo not given)
    -3	4	-2	0	-1	6	13	10	-4

Further records
Below each compound – GSTO1 counter	PAFAH2 inh	PAD4 inh	LYPLA2 inh	LYPLA1 inh	pPAFAH inh	PAFAH1B3 FP inh	PAFAH1B2 inh	PME-1 primary
C/C(=N\NC(=O)c1nnn(-c2nonc2N)c1CN(C)c1ccccc1)c1ccccn1
    -1	13	-2	2	-2	11	6	1	-2
CCOc1ccc(NC(=O)CN(C)C(=O)c2c(C)noc2C)cc1OCC
    0	3	-6	0	2	8	15	3	-6
COc1ccc(N2C(C(C)=O)=NN(c3ccccc3)C2c2cccs2)cc1 (stereo not given)
    0	-8	3	4	2	7	-3	-1	0
CC(=O)N/C(=C\c1ccccc1)C(=O)OCC(=O)c1ccccc1
    8	1	-2	7	1	-2	14	4	1
Cc1cc(=O)oc2cc(OC(C)C(=O)NCC3CCC(C(=O)O)CC3)ccc12 (stereo not given)
    -4	1	3	0	3	1	4	0	1
Cc1ccc(CNC(=O)Cn2cnc3c(OCc4ccccc4)ncnc32)o1
    .	1	3	.	.	4	3	1	.
CCCCCc1ccc(-c2ccc(OC)cc2)nc1
    5	0	4	2	-1	1	7	7	0
C/C(=N\NC(=O)c1c(Cl)c(C)nn1C)c1cccc(NC(=O)c2cccc(F)c2)c1
    -5	-7	-2	2	3	3	6	-7	2
COc1cccc(Cn2c(=O)oc3ccccc32)c1
    3	-8	-3	1	0	4	4	8	3
COc1ccc(S(=O)(=O)Nc2c(C)ccc3nsnc23)cc1OC
    2	-4	1	2	1	3	3	0	-7
Cc1cc(C)c(C(=O)CN2C(=O)NC3(CCC(C)CC3)C2=O)cc1C (stereo not given)
    -6	2	1	8	2	1	4	12	1
CC(=O)c1ccsc1-c1c(C)cc2oc(=O)cc(-c3ccccc3)c2c1C
    .	0	3	.	.	14	6	4	.
COc1ccc(C(=O)N/N=C/C2CC=CCC2)cc1OC (stereo not given)
    1	4	2	0	1	-3	1	1	-1
C/C(=N\NC(=O)c1nnn(-c2nonc2N)c1-c1ccccc1)c1ccccc1O
    -2	3	-4	-10	-8	13	5	4	-10
O=C(Nc1cc(S(=O)(=O)N2CCOCC2)ccc1N1CCCCC1)c1cc(-c2ccccn2)nc2ccccc12
    9	7	2	9	2	3	5	2	3
CN(CC(=O)Nc1ccc(F)c(F)c1F)C(=O)CC1CCCCC1
    .	8	-1	3	0	-3	4	0	-1
CCC(C)Cn1c(O)cc2nn(-c3nc4ccccc4s3)c(=O)c-2c1C (stereo not given)
    36*	13	2	5	-8	50*	17	-1	7
COc1cccc(NC(=O)CSc2nc(=O)n(Cc3ccncc3)c3c2CCCC3)c1
    0	6	-3	6	1	-3	-2	-4	0
OCC[C@H]1C[C@@H](O)[C@H](O)[C@]2(CCc3ccccc3CO2)O1
    2	0	3	3	-1	-2	9	6	2
Cc1n[nH]c(=O)n1-c1ccc(OCc2ccccc2)cc1
    4	0	-3	-3	-3	5	-1	6	1
Cc1ccc(C(=O)C2=C(O)C(=O)N(Cc3ccco3)C2c2ccc(N(C)C)cc2)o1 (stereo not given)
    2	1	-6	-3	5	6	12	-2	2

Some of the compounds tested; the hit share may differ from the screen's.
